# NOD1 inhibition: NOD1 signaling inhibitors, primary screen, cell-based, luminescence, uHTS (AID 1578) | NOD1-driven NF-kB luciferase reporter cells, luminescence; higher % means a stronger effect | inhibition, % at 4 µM, or EC50 in µM where a hit was titrated | 290,000 tested, 1% active; in the data active = inhibition mostly above about 36%, no sharp cut-off; inactive = mostly below about 34%;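 also: HEK-293T reporter cells stimulated with the NOD1 agonist gamma-tri-DAP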
# KOR beta-arrestin-1: kappa opioid receptor blockers – cell-based, luminescence, uHTS (AID 1778); KOR beta-arrestin recruitment, luminescence, antagonist mode; higher % means a stronger effect; one-dose inhibition, % at 10 µM; IC50 in µM for titrated hits; 290,000 tested, 0.091% active; also: strong numbers were not always called active
# KOR beta-arrestin-2: kappa opioid receptor activators – cell-based, luminescence, uHTS, primary screen (AID 1777). KOR beta-arrestin recruitment, luminescence; higher % means a stronger effect. activation, % at 10 µM; hits with a dose series show EC50 in µM. 280,000 tested, 0.02% active; in the data active = activation above about 50%, passing the limit was not always enough; also: a part of the inactive calls stands beside numbers as strong as those of hits
# West Nile antiviral: West Nile virus antiviral activity, cell-based, CPE readout (AID 1621). 290,000 tested, 0.02% active. CPE inhibition, % at 10 µM, or IC50 in µM where a hit was titrated. West Nile virus-infected cells, CPE inhibition; higher % means a stronger effect; in the data active = a potency from the dose series; inconclusive = CPE inhibition mostly from about 3.7% at the one dose, without a potency; inactive = the rest, 99 in 100 with CPE inhibition below about 2.2%; also: strong numbers were not always called active
# NOD2 inhibition: inhibition of NOD2-driven NF-kB reporter – cell-based, luminescence, uHTS, HEK293 (AID 1566); HEK293 NOD2/NF-kB luciferase reporter, luminescence; higher % means a stronger effect; one-dose inhibition, % at 4 µM; EC50 in µM for titrated hits; 290,000 tested, 0.63% active; also: many of its hits are not listed in these tables
# HIV fusion peptide: inhibitors of HIV fusion peptide binding, primary screen, biochemical, uHTS, fluorescence dequenching (AID 1986). one-dose inhibition, % at 20 µM; IC50 in µM for titrated hits. cell-free peptide binding, fluorescence dequenching, 30 min; higher % means a stronger effect. 290,000 tested, 0.3% active; in the data active = inhibition mostly above about 52%, no sharp cut-off; inactive = mostly below about 76%; also: some results filed as inactive read as strong as hits
# NS5 inhibitors: flavivirus cap methylation enzyme inhibition – biochemical, confirmation dose response, primary screen (AID 588689); inhibition, % at 25 µM; hits with a dose series show IC50 in µM; 340,000 tested, 0.3% active; Dengue-2 NS5 methyltransferase capping enzyme assay, biochemical; higher % means a stronger effect; in the data active = a potency from the dose series; inconclusive = inhibition above about 29% without an active follow-up result
# AID2073: disruptors of CaV2.2 binding to Mint1 – biochemical, HTRF (AID 2073). 290,000 tested, 0.19% active. HTRF protein-protein interaction, Mint1-CaV2.2; higher % means a stronger effect. inhibition, % at 20 µM; hits with a dose series show IC50 in µM; in the data active = inhibition mostly above about 51%, no sharp cut-off; inconclusive = no clear call, values can overlap the other calls; inactive = mostly below about 53%; also: some results filed as inactive read as strong as hits
# Yfh1-off respiration: mitochondrial function rescue without frataxin homolog – Friedreich's ataxia, plus single-dose screen, dose response (AID 1465). 220,000 tested, 0.074% active. S. cerevisiae Yfh1-off respiration, WST-1 reduction, 72 h; higher fold induction means a stronger effect. fold induction at 50 µM, or EC50 in µM where a hit was titrated;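 active = fold induction of absorbance versus untreated yeast above a set limit, then at least 30% activation at any dose in follow-up; inconclusive = repeats straddling the limit, or above it without dose testing; inactive = fold induction below the set limit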;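 also: activators that raise dye reduction in frataxin-depleted yeast; strong numbers were not always called active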
# Active calls of the source: *; i = inactive; ? = inconclusive; . = no result given; [ ] = another dose, or the depositor's remark. Rule as the data show it, unless noted: active = inhibition above about 50%; inactive = the rest. Some of the compounds tested; the hit share may differ from the screen's.
smiles	NOD1 inhibition	KOR beta-arrestin-1	KOR beta-arrestin-2	West Nile antiviral	NOD2 inhibition	HIV fusion peptide	NS5 inhibitors	AID2073	Yfh1-off respiration
NS(=O)(=O)c1ccc(NC(=O)COc2ccc(C(=O)c3ccc(F)cc3)cc2)cc1	-2%	45%	-3.8%	0.0%	27%	1.0%	2%	39%	i
Cn1c(COc2ccc([N+](=O)[O-])cc2)nnc1SCC(=O)NCC1CCCO1 (configuration not stated)	-26%	6%	-4.1%	-0.4%	5%	-0.2%	-10%	0%	.
CC1CCCN(S(=O)(=O)c2ccc(C(=O)Nc3nnc(-c4ccncc4)o3)cc2)C1 (configuration not stated)	-10%	3%	-7.2%	-0.8%	21%	13%	-1%	9%	i
O=C(NC1CCCC1)C(c1ccc(F)cc1)N(Cc1ccc(Cl)cc1)C(=O)CCl (configuration not stated)	17%	-3%	-6.5%	-1.2%	15%	0.2%	-2%	-18%	i
Cc1ccc(C(C)(C)C)cc1S(=O)(=O)Nc1cccc(S(=O)(=O)NC2=NCCC2)c1	14%	-10%	2.8%	0.6%	8%	1.6%	-11%	6%	i
CCCc1ccc(C(C)NC(=S)NCc2ccc(F)cc2)cc1 (configuration not stated)	18%	-20%	2.5%	-0.3%	12%	-1.7%	0%	2%	.
CC1(C)CC(CCC(=O)Nc2ccccc2Cl)C(=O)O1 (configuration not stated)	-5%	8%	1.5%	0.1%	6%	0.3%	-3%	8%	i
COc1ccc(NC(=O)CN(C)C(=O)c2cc(-c3ccncc3)nc3ccccc23)cc1	-18%	15%	9.4%	0.8%	8%	-1.8%	-5%	10%	.
CC(C)/C=N/NC(=O)c1ccc(Cl)cc1	-13%	-37%	5.3%	0.3%	10%	-1.6%	5%	3%	i
COc1ccc(NC(=S)N2CCC(C(=O)c3ccc(OC)cc3)CC2)cc1	51%	-18%	1.3%	-0.1%	5%	-2.2%	6%	-9%	.
COc1ccccc1/C=C/C(=O)NCC(=O)n1nc(C)cc1C	-8%	-8%	2.0%	0.3%	16%	0.9%	-1%	1%	i
COc1ccc(C)cc1NC(=O)CC(NC(C)=O)c1ccccc1 (configuration not stated)	-4%	18%	-1.9%	-0.5%	-7%	-2.9%	-8%	-11%	i
O=C(CN1C(=O)CS/C1=C\c1nc(-c2ccc(Cl)cc2)cs1)Nc1cccnc1Cl	-51%	-59%[20 µM]	-0.2%	-0.6%	-18%	3.7%	-1%	19%	i
Cc1ccc(NC(=S)N2CCN(c3ccccn3)CC2)c(C)c1	-21%	11%[20 µM]	-1.1%	-0.1%	-6%	1.5%	4%	4%	i
Nn1c(SCc2nc3ccccc3[nH]2)nnc1C1CCCCC1	-2%	-2%	-8.6%	-0.1%	20%	2.0%	1%	-2%	i

# The list goes on:
smiles	NOD1 inhibition	KOR beta-arrestin-1	KOR beta-arrestin-2	West Nile antiviral	NOD2 inhibition	HIV fusion peptide	NS5 inhibitors	AID2073	Yfh1-off respiration
O=C(NCCN1CCC(Cc2ccccc2)CC1)C1CCN(S(=O)(=O)N2CCC3(CC2)OCCO3)CC1	-7%	-11%	7.9%	0.1%	10%	0.3%	-13%	-4%	i
COc1ccc(-c2cc3ccccc3[nH]2)cc1	-14%	-6%	7.6%	-0.1%	10%	-0.3%	-24%	1%	i
N#CC1=C(N)NC(SCC(=O)Nc2ccc(Br)cc2)=C(C#N)C12CCCCC2	52%	-36%	2.3%	-0.3%	5%	3.5%	2%	11%	i
COC(=O)c1cccc(NC(=S)N2CCN(C)CC2)c1	-18%	-22%[20 µM]	4.7%	-0.4%	-1%	0.7%	1%	-22%	.
O=C(Cc1ccccc1)NN1C(=O)/C(=C/c2ccc(C(=O)O)cc2)SC1=S	-7%	-22%	11%	0.4%	6%	6.9%	27%	-8%	i
Cn1c(CNc2ccccn2)c(C#N)c2ccccc21	-13%	20%	0.3%	0.4%	4%	1.6%	6%	0%	i
CN1CCN(S(=O)(=O)c2ccc(NCc3ccc4c(c3)OCO4)nc2)CC1	-4%	8%	-1.5%	-0.1%	19%	2.0%	-11%	4%	i
CCc1c(C)sc(NC(=O)CSc2nc3c(c(C(F)(F)F)n2)CCc2ccccc2-3)c1C#N	-4%	9%	-6.4%	?	12%	-1.9%	-7%	-19%	i
CC(=O)Nc1c(C(N)=O)oc2ccc(Cl)cc12	2%	44%	.	0.2%	-13%	-2.2%	4%	4%	i
N#CC12CCCCC1CC1CCCCC1(C#N)N2CCO (configuration not stated)	-6%	-9%	1.2%	1.3%	-1%	0.5%	-3%	2%	i
CCCC(=O)c1cc(F)c(N2CCOCC2)cc1C	23%	18%	8.2%	0.3%	-6%	2.7%	0%	3%	i
Cc1nc2ccc(NC(=O)c3ccc(F)c(S(=O)(=O)N4CCOCC4)c3)cc2s1	15%	-37%	-2.6%	-0.2%	16%	-1.3%	-2%	16%	i
CCCCCCC(C)n1cc(C(C)=O)c(=O)n(C)c1=O (configuration not stated)	22%	-13%	6.9%	-1.5%	8%	-1.2%	2%	-4%	i
CN(C)c1ccc(C(CNC(=O)COc2ccc(Cl)cc2)N2CCCC2)cc1 (configuration not stated)	-10%	-46%	3.2%	-0.1%	-10%	-0.4%	-8%	2%	.
COc1cc(/C=N/NC(=O)c2ccc(NC(=O)C3CCCCC3)cc2)ccc1O	-1%	-2%	0.2%	0.6%	10%	57%	-5%	10%	.

# Other entries
# Letters – A = NOD1 inhibition; B = KOR beta-arrestin-1; C = KOR beta-arrestin-2; D = West Nile antiviral; E = NOD2 inhibition; F = HIV fusion peptide; G = NS5 inhibitors; H = AID2073; I = Yfh1-off respiration
> c1ccc(OCc2nnc3n2N=C(c2ccccc2)CS3)cc1
  A: -41%; B: -32%; C: 0.6%; D: -0.5%; E: 18%; F: -0.8%; G: -9%; H: -6%; I: i

> O=C1c2ccccc2C(=O)N1c1cccc2cccnc12
  A: -2%; B: -2%; C: 0.0%; D: 0.3%; E: 16%; F: 6.7%; G: 2%; H: 24%; I: i

> CC1CCCN(c2ccc(C(=O)NCc3ccco3)cc2[N+](=O)[O-])C1 (configuration not stated)
  A: -47%; B: -12%; C: 1.4%; D: -0.3%; E: -17%; F: 0.5%; G: 2%; H: -1%; I: i

> COc1ccc(-n2nc3cc(C)c(N)cc3n2)cc1Cl
  A: -104%; B: -52%[20 µM]; C: -3.4%; D: -0.4%; E: -52%; F: 7.1%; G: 1%; H: 43%; I: .

> CC(C)(C)c1ccc(C(=O)Nc2ccc(N3CCOCC3)cc2)cc1
  A: 18%; B: -6%; C: -1.3%; D: 0.3%; E: 11%; F: 1.3%; G: 1%; H: -1%; I: i

> COc1ccc(C(=O)/C=C/c2cn(CC(O)CN3CCOCC3)c3ccccc23)cc1 (configuration not stated)
  A: -11%; B: 17%; C: 2.1%; D: -1.0%; E: 4%; F: 8.0%; G: -13%; H: 11%; I: i

> COC(=O)/C(=N/Nc1ccccc1C)N1CCCc2ccccc21
  A: -9%; B: 20%; C: 0.7%; D: -1.3%; E: -38%; F: 1.1%; G: 0%; H: 1%; I: i

> COc1ccccc1N1CCN(C(=O)c2nn(C)c3c2CS(=O)(=O)c2ccccc2-3)CC1
  A: -17%; B: 17%; C: -3.3%; D: 0.3%; E: 14%; F: -1.3%; G: -7%; H: 43%; I: .

> COc1cccc(OC)c1OCCCc1c(C)n[nH]c1C
  A: -11%; B: 11%; C: -0.5%; D: 0.0%; E: 13%; F: -1.1%; G: -9%; H: -6%; I: i

> COC(=O)c1scc(S(=O)(=O)C(C)(C)C)c1-n1cccc1
  A: -7%; B: 1%; C: .; D: -0.2%; E: 8%; F: -2.7%; G: 7%; H: -12%; I: i

# New compounds follow
# Letters – A = NOD1 inhibition; B = KOR beta-arrestin-1; C = KOR beta-arrestin-2; D = West Nile antiviral; E = NOD2 inhibition; F = HIV fusion peptide; G = NS5 inhibitors; H = AID2073; I = Yfh1-off respiration
> COC(=O)c1ccccc1-n1c(CCC(=O)O)ccc1-c1ccc(F)cc1
  A: -11%; B: 5%; C: -1.1%; D: 0.2%; E: -6%; F: 2.2%; G: 4%; H: 18%; I: .

> COC(=O)COc1ccc(=O)n(-c2ccccc2)n1
  A: -9%; B: 14%; C: .; D: 0.0%; E: 15%; F: -0.9%; G: -6%; H: -6%; I: i

> CCCc1nnc(SCC(=O)N2CCCCC2)n1CCCOC
  A: -10%; B: -33%; C: 5.1%; D: -0.6%; E: -13%; F: 2.5%; G: -10%; H: 4%; I: i

> O=C(CSc1oc(-c2ccco2)nc1S(=O)(=O)c1ccc(F)cc1)NCC1CCCO1 (configuration not stated)
  A: 19%; B: 21%; C: -3.5%; D: -0.5%; E: -10%; F: 20%; G: -6%; H: 20%; I: i

> COc1cc(C(=O)O/N=C2/C=C(C)C(=O)C=C2C)cc(OC)c1OC
  A: -6%; B: 8%; C: 1.9%; D: -1.9%; E: 11%; F: -1.2%; G: -30%; H: -8%; I: i

> O=S(=O)(Nc1ccc(N2CCOCC2)cc1)c1cccs1
  A: -20%; B: -8%; C: 3.8%; D: -0.1%; E: 2%; F: -3.8%; G: -2%; H: -15%; I: i

> CCOC(=O)N1CCC(NC(=O)c2ccc3c(=O)n4c(nc3c2)CCCC4)CC1
  A: -5%; B: 5%; C: -1.3%; D: 0.4%; E: 2%; F: 7.3%; G: -10%; H: 17%; I: i

> COCCNC(=O)C1CC(=O)N(C2CCCCC2)C1 (configuration not stated)
  A: -21%; B: -14%; C: -2.6%; D: 0.1%; E: 9%; F: -2.2%; G: -2%; H: 4%; I: i

> Cc1cc2oc(C(=O)Nc3ccc(S(=O)(=O)Nc4ncccn4)cc3)c(C)c2cc1Cl
  A: 5%; B: -33%; C: 0.7%; D: -0.9%; E: -33%; F: 0.9%; G: 9%; H: 32%; I: .

# One compound at a time, as listed above.
# `COC(=O)c1ccccc1-n1c(CCC(=O)O)ccc1-c1ccc(F)cc1` is listed with NOD1 inhibition = -11%; KOR beta-arrestin-1 = 5%; KOR beta-arrestin-2 = -1.1%; West Nile antiviral = 0.2%; NOD2 inhibition = -6%; HIV fusion peptide = 2.2%; NS5 inhibitors = 4%; AID2073 = 18%; Yfh1-off respiration = .
# `O=S(=O)(Nc1ccc(N2CCOCC2)cc1)c1cccs1` is listed with NOD1 inhibition = -20%; KOR beta-arrestin-1 = -8%; KOR beta-arrestin-2 = 3.8%; West Nile antiviral = -0.1%; NOD2 inhibition = 2%; HIV fusion peptide = -3.8%; NS5 inhibitors = -2%; AID2073 = -15%; Yfh1-off respiration = i
# `COc1cc(C(=O)O/N=C2/C=C(C)C(=O)C=C2C)cc(OC)c1OC` is listed with NOD1 inhibition = -6%; KOR beta-arrestin-1 = 8%; KOR beta-arrestin-2 = 1.9%; West Nile antiviral = -1.9%; NOD2 inhibition = 11%; HIV fusion peptide = -1.2%; NS5 inhibitors = -30%; AID2073 = -8%; Yfh1-off respiration = i
